# Mtb UGM inh: inhibitors of M. tuberculosis UDP-galactopyranose mutase | P9WIQ1 | actives 0.06% (n = 320,000) | inhibition, % at 10 µM | purified UGM, fluorescence polarization probe displacement | AID 504406; in the data active means inhibition above about 10%, passing the limit was not always enough
# Target sequence (P9WIQ1 whole entry, looked up): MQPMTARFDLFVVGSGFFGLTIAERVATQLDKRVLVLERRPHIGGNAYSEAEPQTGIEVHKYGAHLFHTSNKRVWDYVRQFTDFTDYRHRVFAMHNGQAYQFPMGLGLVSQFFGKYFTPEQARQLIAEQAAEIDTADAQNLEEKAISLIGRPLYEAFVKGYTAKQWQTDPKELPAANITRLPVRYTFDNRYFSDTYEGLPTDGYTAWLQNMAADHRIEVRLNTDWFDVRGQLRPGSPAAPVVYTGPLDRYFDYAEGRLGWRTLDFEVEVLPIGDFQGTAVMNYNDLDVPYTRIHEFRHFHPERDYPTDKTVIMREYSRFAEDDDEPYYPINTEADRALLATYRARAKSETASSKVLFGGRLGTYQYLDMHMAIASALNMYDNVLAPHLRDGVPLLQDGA
# Mtb BioA inh: blocks M. tuberculosis BioA enzyme activity | purified M. tuberculosis BioA enzyme, plate reader | inhibition, % at 9.99 µM | actives 0.096% (n = 360,000); in the data active means inhibition above about 40%
# SSB-PriA inh: K. pneumoniae PriA-SSBct interaction inhibition; AlphaScreen SSBct-PriA binding, biotinylated peptide; inhibition, % at 33 µM; actives 0.6% (n = 430,000); AID 1272365; in the data active means inhibition mostly above about 37%, no sharp cut-off; inactive means mostly below about 20%;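 further: plate controls were negative control peptide for no effect and reference peptide for full effect; strong numbers were not always called active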
# Vc quorum ag: inducers of Vibrio cholerae quorum light production without autoinducers | V. cholerae BH1578 lux reporter, luminescence, 6 h | activation, % at 18.7 µM | actives 0.16% (n = 350,000) | AID 588436; in the data active means activation mostly above about 9.7%, no sharp cut-off; further: not every result past the cut was called active; inactives centre near 0; reference of the scale not given here
# SARS 3CLpro inh: SARS-CoV 3CLpro protease inhibition; P0C6X7; recombinant SARS-CoV 3CLpro, quenched FRET peptide cleavage; inhibition, % at 6 µM; actives 0.14% (n = 290,000); AID 1706; in the data active means inhibition above about 12%
# MazF activator: MazEF (E. coli) toxin RNase activation | P0AE70 | FAM/BHQ RNA-DNA oligo cleavage fluorescence, 5 h | activation, % at 20 µM | actives 0.32% (n = 350,000); in the data active means activation above about 50%
# Target sequence (P0AE70 whole entry, looked up): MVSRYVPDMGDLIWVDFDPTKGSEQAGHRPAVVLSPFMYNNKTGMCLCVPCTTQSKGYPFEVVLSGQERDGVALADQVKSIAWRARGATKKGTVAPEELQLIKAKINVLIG
# Rv3671c inh: Rv3671c (M. tuberculosis) protease inhibition. P9WHR9. inhibition, % at 5.96 µM. actives 0.048% (n = 320,000). AID 2606; in the data active means inhibition above about 38%;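 further: extracellular domain of Rv3671c used as enzyme; 0% = enzyme with DMSO and 100% = no enzyme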
# Target sequence (P9WHR9 whole entry, looked up, the tested form may be a part): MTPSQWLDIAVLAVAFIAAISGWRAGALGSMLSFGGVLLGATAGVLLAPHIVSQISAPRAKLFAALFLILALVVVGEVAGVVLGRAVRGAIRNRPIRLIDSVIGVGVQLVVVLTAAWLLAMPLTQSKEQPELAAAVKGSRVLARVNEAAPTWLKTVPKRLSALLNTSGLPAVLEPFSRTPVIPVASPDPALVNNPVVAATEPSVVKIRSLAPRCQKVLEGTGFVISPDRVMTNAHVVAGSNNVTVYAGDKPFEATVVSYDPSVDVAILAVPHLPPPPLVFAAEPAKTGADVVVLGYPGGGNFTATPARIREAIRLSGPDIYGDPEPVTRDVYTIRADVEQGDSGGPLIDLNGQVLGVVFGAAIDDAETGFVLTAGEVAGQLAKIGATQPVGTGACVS
# GDH-TPI counter: GDH-TPI coupled enzyme inhibition counter-screen; actives 1.2% (n = 360,000); GDH-TPI coupled enzyme counterscreen, NADH absorbance; inhibition, % at 4.8 µM; in the data active means inhibition above about 30%;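 further: 0% = DMSO wells and 100% = wells lacking the enzyme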
# DUSP3 inh: blocks human VHR1 dual specificity phosphatase; recombinant VHR phosphatase, pNPP absorbance; AID 1654; inhibition, % at 13.3 µM; P51452; actives 0.52% (n = 290,000); in the data active means inhibition above about 50%; further: some compounds called inactive have numbers as strong as hits
# Target sequence (P51452 whole entry, looked up): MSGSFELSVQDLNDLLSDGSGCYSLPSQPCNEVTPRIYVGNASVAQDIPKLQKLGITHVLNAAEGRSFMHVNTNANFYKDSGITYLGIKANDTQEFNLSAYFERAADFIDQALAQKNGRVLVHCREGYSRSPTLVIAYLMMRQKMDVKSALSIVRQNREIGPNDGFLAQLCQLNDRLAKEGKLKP
# FBA Mtb inh: inhibitors of M. tuberculosis fructose-bisphosphate aldolase. P9WQA3. purified M. tuberculosis FBA, fluorescence read-out. actives 2.3% (n = 360,000). inhibition, % at 1 µM; in the data active means inhibition above about 27%;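 further: 0% = vehicle and 100% = reference inhibitor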
# Numbers without * were called inactive; i = inactive; / = no result given; & = joins results of further samples. A portion of the library (hit frequency here may not be typical).
SMILES,Mtb UGM inh,Mtb BioA inh,SSB-PriA inh,Vc quorum ag,SARS 3CLpro inh,MazF activator,Rv3671c inh,GDH-TPI counter,DUSP3 inh,FBA Mtb inh
COc1ccc(S(=O)(=O)N2CC3CC(C2)c2cccc(=O)n2C3)cc1 (configuration not stated),-2.7,/,-10,i,-1,9,4,-1,21,-1
S=C1Nc2ccccc2Sc2ccc(Cl)cc21,0.7,-0.4,4,-0.3,0,-3,-4,5,-10,-4
CCOC(=O)/C(C#N)=C/c1c(N2CCN(C)CC2)nc2ccccn2c1=O,-3.9,-0.2,-6,-1.7,-3,0,-6,15,-10,-5
Cn1cnnc1SC(C(=O)c1ccccc1)c1ccccc1 (configuration not stated),0.5,-2.0,-41,5.9,4,0,1,-3,40,3
COc1ccc(OC)c(Nc2nc(N)nc(CCl)n2)c1,0.3,0.5,2,-0.5,0,8,-1,-3,27,-1
CN(C)/C=C/C(=O)c1ccn(S(=O)(=O)c2ccccc2)c1,-1.5,-0.3,-1,0.6,2,-2,-32,17,10,5
NC(=O)CN1CCN(C(=O)NC2CCCCC2)CC1,-1.8,-1.3,2,-0.4,-4,-4,1,8,13,3
Cc1n(CC(O)COCc2ccccc2)c2ccccc2[n+]1C (configuration not stated),-3.3,-0.5,-17,-0.7,0,-1,5,1,33,0
CC1CCN(C(=O)c2[nH]cnc2C(=O)NC2CCN(C(=O)OC(C)(C)C)CC2)CC1,0.8,-0.4,-3,i,/,2,-10,9,/,2
COC(=O)CN1C(=O)c2cccc3cccc1c23,-1.9,-0.6,-9,-0.8,-1,-2,1,9,9,1
O=C(C1CCCC1)N1CCN(S(=O)(=O)c2ccc(Cl)cc2)CC1,-1.4,-0.2,-3,i,-3,11,4,-4,-15,1
Cc1ccc(NC(=S)NC(=O)c2ccc(-c3ccc(Cl)cc3)o2)c(O)c1,1.7,/,-7,0.0,3,21,2,16,33,2
CC(C)C(NS(=O)(=O)c1c(Cl)cccc1Cl)C(=O)OCC(=O)c1c[nH]c2ccccc12 (configuration not stated),1.7,/,-2,-2.6,3,3,-25,5,8,0
COc1ccc(NC(=O)COC(=O)C2COc3ccccc3O2)cc1OC (configuration not stated),/,-0.1,/,-3.0,/,1,/,4,/,5
Cc1ccc(C(=O)Nc2ccnc(-c3cccnc3)n2)cc1,-1.8,/,-4,i,-3,5,-6,2,24,5
NS(=O)(=O)c1ccc(NCc2cc(Cl)ccc2OCc2ccccc2F)cc1,-0.4,-1.0,22,i,-1,-4,-16,-6,25,-2
Nn1cc(-c2ccccc2)nc1SCC(=O)NCC(F)(F)F,0.3,2.5,-2,-0.4,-2,5,5,-3,14,-1
COc1ccc(C2C(C(C)=O)=C(O)C(=O)N2c2nc3ccccc3s2)cc1OC (configuration not stated),-0.3,/,-6,1.2,1,-12,-4,9,-6,8
CCOC(=O)N1CCN(C(=O)CSc2ccc(Cl)cc2)CC1,2.7,-1.4,-5&-11,i,0,-7,6,6,3,2
COC(=O)[C@]1(C)N[C@H](c2ccc(-c3ccc(F)cc3)cc2)[C@@H]2C(=O)N(C)C(=O)[C@@H]21,1.4,0.7,-1,i,/,1,-8,-4,/,2
N#Cc1cc(C(=O)c2cc(F)ccc2O)cn(-c2nccs2)c1=O,-22,-86,9,-0.1,-1,i,-8,26,-3,5
Cc1ccc([C@@H]2CC(=O)[C@@H]3CN(S(=O)(=O)c4ccc(C)cc4)[C@H](c4ccc(Cl)cc4)C[C@@H]3N2S(=O)(=O)c2ccc(Cl)cc2)cc1,/,-1.0,/,-0.4,/,-13,/,5,/,2
CC1CCCN(C(=O)CSc2nnc(-c3ccncc3)n2C)C1 (configuration not stated),1.8,/,-10,0.1,5,8,-4,-2,7,4
O=C(Nc1nc2ccc(Cl)cc2s1)[C@@H]1CCCN1C(=O)c1cccs1,1.2,/,-2,i,5,-6,-11,-1,8,0

# 4 entries picked at random from those above:
SMILES,Mtb UGM inh,Mtb BioA inh,SSB-PriA inh,Vc quorum ag,SARS 3CLpro inh,MazF activator,Rv3671c inh,GDH-TPI counter,DUSP3 inh,FBA Mtb inh
CC1CCCN(C(=O)CSc2nnc(-c3ccncc3)n2C)C1 (configuration not stated),1.8,/,-10,0.1,5,8,-4,-2,7,4
COc1ccc(C2C(C(C)=O)=C(O)C(=O)N2c2nc3ccccc3s2)cc1OC (configuration not stated),-0.3,/,-6,1.2,1,-12,-4,9,-6,8
COc1ccc(NC(=O)COC(=O)C2COc3ccccc3O2)cc1OC (configuration not stated),/,-0.1,/,-3.0,/,1,/,4,/,5
Cc1ccc(C(=O)Nc2ccnc(-c3cccnc3)n2)cc1,-1.8,/,-4,i,-3,5,-6,2,24,5

# The list continues.
SMILES,Mtb UGM inh,Mtb BioA inh,SSB-PriA inh,Vc quorum ag,SARS 3CLpro inh,MazF activator,Rv3671c inh,GDH-TPI counter,DUSP3 inh,FBA Mtb inh
C(=NN1CCCCCC1)c1ccc2c(c1)OCO2,/,/,24,3.8,/,17,/,4,/,0
CC12Cc3ccc4ccccc4c3C=C1C[N+](C)(C)C2 (configuration not stated),-2.2,/,-1,i,-1,-3,-3,7,29,0
Cn1c(SCC(=O)NC2CCCCC2)nnc1-c1ccc(N)cc1,-3.0,-1.7,1,i,4,-4,4,-5,16,1
CC(=O)NCC1=C(c2cccc3ccccc23)C[C@@H]2CC[C@H]1N2Cc1ccco1,/,2.0,/,i,/,2,/,-10,/,0
O=C(NCCc1c[nH]c2ccccc12)C(=O)NCC(c1cccnc1)N1CCN(c2ccccc2)CC1 (configuration not stated),-1.0,-0.5,-1,i,-2,4,0,-15,4,-4
CCOc1ccc(NC(=O)c2ccccc2NS(=O)(=O)c2ccc(F)cc2)c([N+](=O)[O-])c1,1.8,/,-13,-0.3,8,-3,-6,6,7,0
COc1ccccc1CNC(=O)C(C)n1cccc1C(=O)c1ccccc1 (configuration not stated),0.4,0.6,6,-0.3,-2,21,-9,18,29,3
O=C(CSc1nc(-c2ccccc2)ns1)NCC1CCCO1 (configuration not stated),1.4,-0.2,-7,-0.4,-2,8,-3,3,-2,1
O=C(NCc1ccccc1)C1=C[C@H](C2CCCCC2)C[C@H](OCc2ccc(CO)cc2)O1,1.0,0.5,-16,-0.3,4,7,2,8,10,-3
CO/N=C/c1ccc(Sc2ccccc2)c([N+](=O)[O-])c1,-0.8,1.6,/,/,-1,-2,-2,5,2,0
CCCCn1c(CCC)nc([N+](=O)[O-])c1Sc1ccc(Cl)cn1,0.9,/,-10,-0.1,3,5,-31,1,16,-14
Cc1nn(Cc2ccc(F)cc2)c(C)c1NC(=O)c1cccnc1Cl,-1.3,0.2,-9,i,-4,-3,1,7,-5,-2

# Limited to Rv3671c inh, for some of the entries so far:
SMILES	Rv3671c inh
O=C(NCCc1c[nH]c2ccccc12)C(=O)NCC(c1cccnc1)N1CCN(c2ccccc2)CC1 (configuration not stated)	0
CCOc1ccc(NC(=O)c2ccccc2NS(=O)(=O)c2ccc(F)cc2)c([N+](=O)[O-])c1	-6

# Remaining list, next part.
SMILES,Mtb UGM inh,Mtb BioA inh,SSB-PriA inh,Vc quorum ag,SARS 3CLpro inh,MazF activator,Rv3671c inh,GDH-TPI counter,DUSP3 inh,FBA Mtb inh
Nc1cccc2[nH]c(C(F)(F)F)nc12,-0.2,/,6,1.5,-3,2,7,-1,30,-1
Cc1ccc(Sc2c(O)c3ccccc3n(C)c2=O)cc1,/,/,-10,-1.1,2,-1,/,1,15,4
O=C(NCCCN1CCOCC1)C1(c2ccccc2)CCOCC1,-4.6,-1.3,-13,-0.3,-1,0,1,-7,36,3
CCC(Oc1ccccc1)C(=O)N1CCN(C(=O)C(CC)Oc2ccccc2)CC1 (configuration not stated),-0.2,-0.8,1,-0.4,-1,2,1,5,-7,3
CS(=O)(=O)c1ccc(Cl)c(NC(=O)CCNC(=O)c2ccco2)c1,2.3,-0.8,1,i,4,8,-1,-8,4,-1
CS(=O)(=O)N1CCC(C(=O)Nc2ccc(Cl)c(Cl)c2)CC1,0.3,/,-19,-0.3,2,2,0,4,3,2
O=C(CSc1nnc2ccc(-c3ccc(F)cc3)nn12)N1CCCC1,-0.6,/,-12,-2.2,2,8,-6,5,15,2
CCCC(=O)Nc1ccc(-c2nc3cc(C)c(C)cc3o2)c(O)c1,2.2,-2.5,-1,-0.6,-3,-10,0,8,-10,2
O=C(CCN1CC2CCC(CC2)C1)c1cccs1,/,/,2,0.8,/,6,/,2,/,-2
Nn1c(SCC(=O)N2CCOCC2)nnc1-c1ccco1,2.5,/,-9,i,1,0,5,9,-1,2
Cc1cc(=O)n2c3c(cccc13)CCC2,-1.4,-1.5,-13,0.3,8,2,-4,10,4,3
O=C1NC(c2ccccn2)Nc2sc3c(c21)CCC3 (configuration not stated),0.8,/,81*,i,-1,-3,-14,-3,19,4

# 4 of the compounds above, with each value named.
CCOc1ccc(NC(=O)c2ccccc2NS(=O)(=O)c2ccc(F)cc2)c([N+](=O)[O-])c1
  Mtb UGM inh: 1.8
  Mtb BioA inh: /
  SSB-PriA inh: -13
  Vc quorum ag: -0.3
  SARS 3CLpro inh: 8
  MazF activator: -3
  Rv3671c inh: -6
  GDH-TPI counter: 6
  DUSP3 inh: 7
  FBA Mtb inh: 0

COC(=O)CN1C(=O)c2cccc3cccc1c23
  Mtb UGM inh: -1.9
  Mtb BioA inh: -0.6
  SSB-PriA inh: -9
  Vc quorum ag: -0.8
  SARS 3CLpro inh: -1
  MazF activator: -2
  Rv3671c inh: 1
  GDH-TPI counter: 9
  DUSP3 inh: 9
  FBA Mtb inh: 1

CCCC(=O)Nc1ccc(-c2nc3cc(C)c(C)cc3o2)c(O)c1
  Mtb UGM inh: 2.2
  Mtb BioA inh: -2.5
  SSB-PriA inh: -1
  Vc quorum ag: -0.6
  SARS 3CLpro inh: -3
  MazF activator: -10
  Rv3671c inh: 0
  GDH-TPI counter: 8
  DUSP3 inh: -10
  FBA Mtb inh: 2

COC(=O)[C@]1(C)N[C@H](c2ccc(-c3ccc(F)cc3)cc2)[C@@H]2C(=O)N(C)C(=O)[C@@H]21
  Mtb UGM inh: 1.4
  Mtb BioA inh: 0.7
  SSB-PriA inh: -1
  Vc quorum ag: i
  SARS 3CLpro inh: /
  MazF activator: 1
  Rv3671c inh: -8
  GDH-TPI counter: -4
  DUSP3 inh: /
  FBA Mtb inh: 2

# More compounds follow:
SMILES,Mtb UGM inh,Mtb BioA inh,SSB-PriA inh,Vc quorum ag,SARS 3CLpro inh,MazF activator,Rv3671c inh,GDH-TPI counter,DUSP3 inh,FBA Mtb inh
COCCCNC(=O)c1ccc([N+](=O)[O-])cc1,1.1,-1.6,-8,i,0,0,7,8,5,2
COc1ccc(CNC(=O)CCNC(=O)c2ccco2)cc1OC,/,-0.2,-5,i,/,-1,/,2,/,3
O=C(COc1ccc(C(=S)N2CCOCC2)cc1)Nc1ccccc1C(F)(F)F,1.3,/,-10,-0.4,-2,-4,2,4,12,4
CCCc1nc2sc3c(=O)n(N)cnc3c2c2c1COC(C)(C)C2,0.9,/,/,/,3,/,0,/,15,/
CC(=O)NCCNC(=O)C1(C)Cc2c(-c3cccc(C(F)(F)F)c3)ccnc2O1 (configuration not stated),/,9.5,/,-0.3,/,/,/,2,/,0
CCOc1ccccc1CNS(=O)(=O)c1ccc2c(c1)oc(=O)n2C,-0.1,4.1,6,-0.3,-1,4,3,-11,38,2
Cn1cc(CNC(=O)c2ccc(OC3CCN(Cc4ccccn4)CC3)cc2)cn1,-1.1,-0.4,1,i,-3,6,-18,7,36,4
O=C(Cn1nc(-c2cccc([N+](=O)[O-])c2)c2ccccc2c1=O)NCC1CCCO1 (configuration not stated),2.9,/,0,-0.1,5,10,5,3,12,1
CCc1nnc(NC(=O)c2cccc(NC(=O)C(C)C)c2)s1,1.3,0.6,2,6.2,-2,1,-9,7,17,3
Cc1cc(NC(=O)CCCC(=O)Nc2ccc(F)cc2)no1,1.7,0.4,5,2.9,3,-1,-1,8,13,-1
O=C(CCC1CCCN(C(=O)C2=CCCCC2)C1)N1CCN(c2ccccn2)CC1 (configuration not stated),-1.7,/,-5,-3.0,-2,1,-12,5,26,7
CCCN(CCC)S(=O)(=O)c1cccc(C(=O)N=c2sccn2C)c1,0.8,-0.7,-20,i,-2,2,0,17,14,2
NC(=O)C1(Nc2ccc(-c3ccc(Br)cc3)cc2)CCCC1,/,/,-7,i,/,-4,/,13,/,3

# Bioassay records as filed in PubChem.
